Jurkat NFkB inh = inhibitors of the PMA/ionomycin-induced NF-kB reporter in Jurkat cells. PMA/ionomycin-induced NF-kB luciferase reporter, luminescence. inhibition, % at 4 µM. 330,000 tested, 0.53% active. AID 435003; in the data active = inhibition above about 50%
CHOP UPR activ = activators of apoptotic arm of unfolded protein response (CHOP); CHO-CHOP luciferase reporter, UPR activation, luminescence; percent of tunicamycin response over DMSO baseline; activation, % at 10 µM; 330,000 tested, 0.34% active; AID 449763;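 active = at 10 µM dose, activation of 40% or more, normalized to positive control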;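 note: 100% = tunicamycin at 10 µg/mL and 0% = DMSO alone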
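System: CHO-CHOP luciferase reporter cell line; amount: 500 cells/well; buffer or medium: F12 medium containing 10% fetal bovine serum; incubation: 6 h compound exposure at 37 °C after overnight seeding; measured by: luciferase luminescence after 10 min with Steady-Glo reagent; evaluation: % reporter activation, DMSO baseline versus tunicamycin full activation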
tim10-1 inh = inhibits growth of tim10-1 mutant yeast; 330,000 tested, 2.2% active; inhibition, % at 20 µM; S. cerevisiae tim10-1 ts strain growth, BacTiter-Glo, 24 h;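 active = inhibition of at least 40%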;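 note: mutant grown at 25 °C; 0% = DMSO wells with yeast and 100% = wells holding no yeast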
697 NFkB inh = lowers PMA/ionomycin-induced NF-kB signal in 697 B cells; AID 435022; 697 B-cell NF-kB luciferase reporter, 16 h; inhibition, % at 4 µM; 330,000 tested, 0.33% active; in the data active = inhibition above about 35%
TIM10 inh = growth inhibitors of TIM10 yeast strain; S. cerevisiae TIM10 strain growth, BacTiter-Glo luminescence, 24 h; inhibition, % at 10 µM; 330,000 tested, 1.4% active; AID 463195;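 active = inhibition of 40% or more at the single tested concentration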;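 note: wild-type TIM10 isogenic control strain grown at permissive 25 °C; 0% = DMSO yeast wells and 100% = minimal medium wells without yeast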
XBP1 UPR activ = adaptive UPR (XBP1) activation. CHO-XBP1 luciferase reporter, IRE1-XBP1 UPR activation, luminescence; percent of tunicamycin response, DMSO as zero. 330,000 tested, 0.33% active. activation, % at 20 µM;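 active = versus positive control, 20 µM dose yields 30% or more activation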;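 note: 100% = tunicamycin at 10 µg/mL and 0% = DMSO only wells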
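incubation = overnight seeding at 37 °C, 6 h compound treatment at 37 °C | assay system = CHO-XBP1 cells stably carrying IRE1-XBP1-driven luciferase reporter | input = 1000 cells per well | detection = luciferase luminescence | dosing = single point, 20 µM final compound, 1% DMSO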
tim23-1 inh = growth inhibitors of tim23-1 mutant yeast; inhibition, % at 20 µM; 330,000 tested, 1.3% active; S. cerevisiae tim23-1 growth, BacTiter-Glo luminescence, 24 h;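 active = growth inhibition of the mutant yeast at or above 50%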;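 note: temperature-sensitive mutant grown at 25 °C; plate controls were DMSO-treated mutant yeast for no effect and medium wells lacking yeast for full effect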
Mdm2-MdmX inh = human Mdm2/MdmX binding inhibition. O15151+Q00987. SaOS-2 split-luciferase Mdm2/MdmX complementation, luminescence. inhibition, % at 8 µM. 330,000 tested, 3% active. AID 485346;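 active = inhibition of at least 50% at 8 µM in the primary screen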
Target sequence (O15151 whole entry, looked up): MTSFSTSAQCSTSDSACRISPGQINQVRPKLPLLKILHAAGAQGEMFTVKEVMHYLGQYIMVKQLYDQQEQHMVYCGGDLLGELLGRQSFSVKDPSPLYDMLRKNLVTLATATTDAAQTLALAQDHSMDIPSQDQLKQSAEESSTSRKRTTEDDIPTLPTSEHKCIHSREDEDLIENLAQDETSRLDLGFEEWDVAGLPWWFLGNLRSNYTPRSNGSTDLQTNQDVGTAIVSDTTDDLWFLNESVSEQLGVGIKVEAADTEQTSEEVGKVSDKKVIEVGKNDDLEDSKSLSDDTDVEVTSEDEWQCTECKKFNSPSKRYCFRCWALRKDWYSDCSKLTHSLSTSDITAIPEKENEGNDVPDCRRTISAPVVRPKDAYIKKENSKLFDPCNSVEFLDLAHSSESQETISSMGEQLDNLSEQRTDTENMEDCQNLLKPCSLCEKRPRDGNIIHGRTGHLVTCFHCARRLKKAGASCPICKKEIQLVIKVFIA
Target sequence (Q00987 whole entry, looked up): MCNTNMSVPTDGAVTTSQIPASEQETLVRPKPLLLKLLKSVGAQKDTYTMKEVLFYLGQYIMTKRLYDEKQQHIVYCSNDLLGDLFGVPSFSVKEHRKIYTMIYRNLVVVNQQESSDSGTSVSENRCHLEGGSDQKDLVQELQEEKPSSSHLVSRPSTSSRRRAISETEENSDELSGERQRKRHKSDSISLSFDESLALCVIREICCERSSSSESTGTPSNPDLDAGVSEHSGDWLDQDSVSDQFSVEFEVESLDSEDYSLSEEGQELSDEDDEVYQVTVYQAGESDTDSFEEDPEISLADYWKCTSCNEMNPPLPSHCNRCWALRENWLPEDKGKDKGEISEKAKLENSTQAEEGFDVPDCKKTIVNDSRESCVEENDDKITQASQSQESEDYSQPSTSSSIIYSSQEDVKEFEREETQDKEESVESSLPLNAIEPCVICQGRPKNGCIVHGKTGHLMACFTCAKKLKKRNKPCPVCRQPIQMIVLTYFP
* hit, by the source's call; . = no result given.

SMILES,Jurkat NFkB inh,CHOP UPR activ,tim10-1 inh,697 NFkB inh,TIM10 inh,XBP1 UPR activ,tim23-1 inh,Mdm2-MdmX inh
CCOc1ccc(NS(=O)(=O)c2cc(C(=O)N3CCC3)ccc2Cl)cc1,7,-0.4,-8,15,-7,-1,5,9
CCn1nnc(-c2ccccc2NS(=O)(=O)c2ccc(S(=O)(=O)N(C)C3CCCCC3)cc2)n1,2,-0.7,32,-1,16,0,25,28
CC(C)C1Cc2c(C#N)c(N)n(C)c(=S)c2CO1 (stereo not drawn),-7,0.4,10,26,15,2,-9,1
CCC(C)(C)C1CCc2c(sc(NC(=O)c3ccccc3C(=O)O)c2C#N)C1 (stereo not drawn),-21,2.0,34,-32,13,6,24,14
CC(=O)Nc1ccc(NS(=O)(=O)c2ccc(-c3cnc(C4CC4)o3)cc2)cc1,10,2.8,12,-4,-1,-3,12,43
N#Cc1ccc(C2=NC(C(F)(F)F)(C(F)(F)F)c3c(n(Cc4ccco4)c(=O)[nH]c3=O)N2)cc1,4,-1.2,5,0,9,1,14,1
CCCCC1=CC2=C(c3ccco3)C(=O)C(C)(OC(=O)c3ccc(OC)cc3)C(=O)C2=CN1Cc1ccco1 (stereo not drawn),17,0.8,-11,5,-3,-1,8,18
CC(Oc1ccc(-c2ccccc2)c(F)c1)c1ccn(S(=O)(=O)c2cccc3ccccc23)n1 (stereo not drawn),1,0.3,19,-6,-7,-1,7,13
O=C(Nc1ccc2c(c1)N(S(=O)(=O)c1cccs1)CCC2)c1c(F)cccc1F,11,1.6,30,14,27,-2,29,16
COc1cccc(CC2(CO)CCCN(Cc3ccc(-c4ccco4)cc3)C2)c1 (stereo not drawn),-3,4.6,15,13,17,-2,17,-26
CCN1C(=O)c2cccc3c(S(=O)(=O)N(C(=O)c4cccnc4)c4ccc(OC)cc4)ccc1c23,5,-1.7,5,6,-8,-4,46,14
C#CCN1C(=O)C(O)(CC(=O)/C=C/C=C/c2ccccc2)c2ccccc21 (stereo not drawn),3,1.6,31,-21,14,-3,35,-3
CS(=O)(=O)N1CCC(C(=O)N2CCN(c3ccccc3F)CC2)CC1,23,-0.2,-8,8,4,-4,8,7
Cc1ccccc1-c1cc(C(=O)O)nn1CC1CC(c2cccc([N+](=O)[O-])c2)=NO1 (stereo not drawn),10,-0.5,5,33,-10,-1,-20,-4
Cc1cc(/C=C(\C#N)C(=O)N2CCOCC2)c(C)n1C1CCCC1,-89,-1.8,23,-177,19,-5,13,64*
Cc1ccc(S(=O)(=O)C(C#N)c2nc3ccccc3nc2N2CCCC2)cc1 (stereo not drawn),-6,4.3,18,-8,11,8,27,6
O=C(c1cn(-c2ccccc2)nc1-c1cccs1)N1CCN(c2ccccc2)CC1,37,0.6,28,-22,8,2,33,59*
CCOC(=O)C1CCCN(CC(=O)Nc2cc(C)cc(C)c2)C1 (stereo not drawn),6,1.8,10,14,-9,0,9,8
CC1CC(C)CN(C(=O)COC(=O)c2c[nH]c3ccccc23)C1 (stereo not drawn),-6,-0.8,10,6,-1,0,38,7
CCOC(=O)C1C2C=CC(CC2)N1c1ccccc1 (stereo not drawn),18,-1.8,16,19,8,-2,7,-6
CCc1ccc(/C=C/C(=O)c2c(C)cc(C)[nH]c2=O)cc1,8,0.6,45*,-1,16,3,33,72*
CCOc1ccc(Nc2ccc(C(=O)O)cc2[N+](=O)[O-])cc1,-8,2.9,18,11,2,-2,16,-5
COc1ccc2oc(C(=O)Nc3nc(C)cs3)c(C)c2c1,-146,5.3,-1,-116,9,0,9,-145
CCCn1c(CC)nc([N+](=O)[O-])c1S(=O)(=O)c1ccccc1,1,104*,54*,-50,38,-6,40,30
CC(C)(C)NC[C@@H](O)COc1cccc2c1CCCC2=O,-5,1.7,-26,9,-1,-3,1,12
COc1ccc2[nH]cc(CCNC(=O)C3CCCNC3=O)c2c1 (stereo not drawn),1,0.1,-26,14,-3,-1,-4,11
Cc1onc(-c2ccccc2)c1C(=O)Nc1cccc(S(=O)(=O)N2CCCCC2)c1,-3,-1.9,24,-8,17,-5,35,3
CN(CC1COc2ccccc2O1)C(=O)CSc1ncccn1 (stereo not drawn),-9,2.8,-1,-15,-5,1,5,-4
COc1cc(SC)ccc1C(=O)NCCc1c[nH]c2ccccc12,-11,3.6,6,-31,8,-3,45,-38
FC(F)(F)C1CCCN(c2nsc3ccccc23)C1 (stereo not drawn),14,-0.4,24,4,2,-6,2,25
NC(=O)c1c(NC(=O)CN2CCN(S(=O)(=O)c3ccccc3)CC2)sc2c1CCC2,-1,-1.8,4,-5,-3,-2,-4,1
O=C(NCc1ccc2c(c1)OCO2)c1cnc2n(c1=O)CCS2,2,0.3,13,11,1,2,30,3
Cc1cc(C(=O)COc2cccnc2[N+](=O)[O-])c(C)n1-c1ccccc1F,37,-3.3,17,-13,6,-2,16,-9
COCCn1nnnc1C(c1cccs1)N1CCN(c2cc(C)ccc2C)CC1 (stereo not drawn),-4,-0.6,24,0,10,0,29,14
COc1ccc(/C=N/N2C(C)CCCC2C)cc1OC (stereo not drawn),-23,0.8,17,3,2,-1,12,-2
COc1ccc(-n2cc3ccc([N+](=O)[O-])cc3n2)cc1,-146,3.7,15,-233,0,-1,20,-210
CCCN(CC(=O)Nc1ccc(NC(C)=O)cc1)CC(=O)Nc1ccc(F)c(F)c1F,3,-0.1,5,17,-17,-2,9,7
C=C(C)CNC(=S)NNC(=O)c1cc(C)oc1C,6,1.0,0,10,2,-2,-1,-17
O=[N+]([O-])c1ccccc1O[C@@H]1O[C@H](CO)[C@H](O)[C@H](O)[C@H]1O,-3,-1.4,15,-10,-5,-1,9,9
CCC1CCCCN1S(=O)(=O)c1ccc2[nH]c(=O)ccc2c1 (stereo not drawn),-2,1.0,19,11,16,2,23,10
CCCC(=O)Nc1nnc(S(=O)(=O)N2CCCCCC2)s1,11,1.4,12,-2,2,2,22,-10
COc1ccc(C2CC(=O)Oc3c(C(C)C)ccc(C)c32)cc1 (stereo not drawn),.,2.5,21,-15,-2,1,54*,6
CCOC(=O)C1=C(C)N(CCO)C(=O)NC1c1cccc(O)c1 (stereo not drawn),11,-1.8,-14,6,-5,0,6,23
Cn1c2ccccc2c(=O)c2cc(C#CC3(O)CCCCC3)ccc21,-81,-5.6,44*,-152,-7,-8,-3,69*
Cc1nn(S(=O)(=O)c2cccc([N+](=O)[O-])c2)c(C)c1Br,-5,-0.9,6,-9,8,1,15,19
COc1ccc(C)cc1NC(=O)C1CC1c1ccccc1 (stereo not drawn),1,-0.7,25,5,12,-2,19,25
COc1ccc(-c2nnc(SCC(=O)Nc3ncc(C)s3)n2-c2ccccc2)cc1OC,42,-0.8,23,-36,-8,1,23,43
O=C(NC(=S)N1CCCCC1)C12CC3CC(CC(C3)C1)C2,-27,-1.3,33,-1,9,0,25,-7
Cc1cc(C)cc(N(CC(=O)Nc2ccccc2C(=O)N2CCOCC2)S(C)(=O)=O)c1,8,0.1,-6,9,-13,-6,5,18
C=CCn1c(SCC(=O)c2c(N)n(C)c(=O)n(C)c2=O)nnc1-c1ccccc1F,21,0.0,6,-11,1,3,3,26
COCCN(CCOC)Cc1c(C)[nH]c2c(C)c(C)ccc2c1=O,-13,-2.1,-11,12,-7,-1,6,13
CN1/C(=C\C(=O)c2cncc(Br)c2)C(C)(C)c2ccccc21,10,4.7,26,-46,-5,1,25,28
Cc1cc2nc3c(nc2cc1C)C1(C(=O)O)CCC3(C)C1(C)C (stereo not drawn),-25,3.9,-2,-6,-12,-1,10,16
O=C(O)c1cc2nc(C3CC3)cc(C(F)(F)F)n2n1,5,0.6,-9,12,-3,-2,9,-1
COc1ccc(C(CNc2ncnc3sccc23)N(C)C)cc1OC (stereo not drawn),2,0.2,13,-16,-7,-4,10,6
C[C@H]1CN([C@@H](C)CO)C(=O)c2cc(NC(=O)NC3CCCCC3)ccc2O[C@H]1CN(C)C(=O)Nc1ccc(C(F)(F)F)cc1,6,-1.6,23,5,12,-4,5,43
Cc1ccc(CS(=O)(=O)CCC(=O)N2CCOCC2)cc1,5,-1.4,7,13,4,-3,9,8
O=C(c1cc(-c2cccc(Cl)c2)on1)N1CCc2ccccc2C1,6,0.5,2,10,-11,-2,10,13
Cc1cccc(OCC(=O)N(Cc2ccc(F)cc2)C2CCS(=O)(=O)C2)c1C (stereo not drawn),0,1.0,19,-1,3,-1,14,8
CCOC(=O)c1ccc(NC(=O)C(=O)NCc2ccco2)cc1,-17,1.1,-10,-32,-16,1,-13,14
c1ccc2c(Nc3ccc4c(c3)OCCO4)c3c(nc2c1)CCC3,32,-3.6,0,-53,-2,-4,9,33

Quoted at random: 6 entries already listed, in no set order.
SMILES,Jurkat NFkB inh,CHOP UPR activ,tim10-1 inh,697 NFkB inh,TIM10 inh,XBP1 UPR activ,tim23-1 inh,Mdm2-MdmX inh
COCCn1nnnc1C(c1cccs1)N1CCN(c2cc(C)ccc2C)CC1 (stereo not drawn),-4,-0.6,24,0,10,0,29,14
Cc1cc(/C=C(\C#N)C(=O)N2CCOCC2)c(C)n1C1CCCC1,-89,-1.8,23,-177,19,-5,13,64*
c1ccc2c(Nc3ccc4c(c3)OCCO4)c3c(nc2c1)CCC3,32,-3.6,0,-53,-2,-4,9,33
C#CCN1C(=O)C(O)(CC(=O)/C=C/C=C/c2ccccc2)c2ccccc21 (stereo not drawn),3,1.6,31,-21,14,-3,35,-3
CC(C)(C)NC[C@@H](O)COc1cccc2c1CCCC2=O,-5,1.7,-26,9,-1,-3,1,12
CCOC(=O)c1ccc(NC(=O)C(=O)NCc2ccco2)cc1,-17,1.1,-10,-32,-16,1,-13,14

Assay outcomes (PubChem)
